Compound activity as filed in PubChem.
SW480 rerep: inducers of DNA re-replication in SW480 colon cancer cells; SW480 DNA re-replication, Hoechst DNA content imaging, 48 h; Potency, µM (doses to about 46.1 µM), inactives show at the top dose re-replication activation, hits mostly activators; actives 1.8% (n = 340,000); AID 624297; note: potency is the fitted concentration of half-maximal effect; % of control where 0% means no effect; nearly all actives have a fitted effect of over 55% in size
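Compounds, transferred as 23 nL by pin tool, were incubated with cells for 48 hr; DNA content per nucleus was then quantified by Hoechst staining and fluorescence plate imaging.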
MCF10A rerep: inducers of DNA re-replication in MCF 10A breast cells | MCF 10A DNA re-replication, Hoechst nuclear intensity, 48 h | Potency, µM (series often up to 46.1 µM), for inactives: top-dose activity, positive = re-replication, hits mostly activators | actives 2.9% (n = 350,000) | AID 624296; note: potency is the fitted concentration of half-maximal effect; % of control where 0% means no effect; nearly all actives have a fitted effect of over 50% in size
IL-1B inflam inh: inhibitors of inflammasome signaling (IL-1 beta secretion); actives 4.7% (n = 360,000); THP-1 LPS/ATP IL-1B secretion, AlphaLISA, 16 h; stronger effect = lower value; activity change, % at 57.5 µM; in the data active = activity change below about -50%; inconclusive = mostly about -30% to -49%; note: % is set by controls: 0 for no effect and ±100 for the full control effect
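THP-1 cells pretreated 1 hr with compounds (up to 57.5 uM final), then stimulated with LPS (250 ng/mL final) plus ATP (1.25 mM final); secreted IL-1B measured by AlphaLISA after 16 hr, decreased signal indicating inhibition.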
KB-V1 cytotox: kills drug-selected multidrug resistant KB-V1 cells. actives 3.4% (n = 400,000). AID 1347076. Potency, µM (top dose mostly 46.1 µM), without a hit: at the top dose activity change, negative = cytotoxicity, hits mostly cytotoxic. KB-V1 MDR cells viability, CellTiter-Glo, 72 h; note: potency is the fitted concentration of half-maximal effect; % is set by controls: 0 for no effect and ±100 for the full control effect; nearly all actives have a fitted effect of over 60% in size
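Drug-selected KB-V1 cells, grown in DMEM lacking phenol red with 10% FBS, receive compound titrations; after three days at 37 degrees C, surviving cell ATP is quantified by CellTiter-Glo luminescence and responses normalized and curve-fitted.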
KB-3-1 cytotox: kills parental KB-3-1 adenocarcinoma cells; Potency, µM (series often up to 46.1 µM), for the others: at the highest dose activity change, negative = cytotoxic, actives largely listed as cytotoxic; KB-3-1 viability, CellTiter-Glo ATP luminescence, 72 h; actives 1.4% (n = 400,000); note: potency is the fitted concentration of half-maximal effect; % is set by controls: 0 for no effect and ±100 for the full control effect; nearly all actives have a fitted effect of over 60% in size
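Screening of KB-3-1 cells (DMEM, 10% FBS, phenol-red free) ran from lowest to highest compound concentration; after 72 h at 37 °C viability was read luminescently and curves fitted.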
HT1080 IDH1KD tx: HT-1080 IDH1 knockdown cell toxicity (counter line); AID 686971; actives 2% (n = 360,000); Potency, µM (top dose mostly 46.1 µM), inactives show top-dose activity, negative = toxicity, hits mostly cytotoxic; HT-1080 IDH1 knockdown viability, ATP luminescence, 48 h;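 note: potency is the fitted concentration of half-maximal effect; 0% = DMSO wells and -100% = cell-free medium wells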
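CellTiter-Glo luminescence after 48 h compound exposure at 37 degrees C of IDH1-knockdown HT-1080 cells in 5% FBS RPMI. %Activity scaled between DMSO wells and cell-free media wells, with curves fitted and assigned curve classes.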
S2 tox: reduces viability in counter-screen for ATXN expression inhibitors. Potency, µM (top dose mostly 56.7 µM), usual class: cytotoxic. S2 cells (HEK-293 line with an ATXN2-luciferase reporter) viability, CellTiter-Fluor protease fluorescence, 24 h. actives 0.49% (n = 400,000). AID 651635; note: potency is the fitted concentration of half-maximal effect; nearly all actives have a fitted effect of over 40% in size
ATXN2 expr inh: ATXN2 expression inhibition. HEK-293 ATXN2-luciferase reporter, luminescence, 24 h. actives 0.72% (n = 360,000). Potency, µM (series often up to 57 µM), for the others: at the top dose activity change, negative = inhibition, hits mostly inhibitors; note: potency is the fitted concentration of half-maximal effect; % is set by controls: 0 for no effect and ±100 for the full control effect; nearly all actives have a fitted effect of over 55% in size
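qHTS (up to 57 uM final) was run with 24 h compound exposure of reporter cells at 37 °C. Each well was multiplexed: SteadyGlo luminescence measured ATXN2-luciferase expression after a fluorogenic Gly-Phe-AFC viability readout (25 uM final).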
HT1080-NT tox: kills 2HG-producing HT-1080-NT fibrosarcoma cells | Potency, µM (series often up to 46.1 µM), for inactives: at the top dose activity, negative = less viability, hits mostly cytotoxic | HT-1080-NT fibrosarcoma viability, CellTiter-Glo ATP luminescence, 48 h | actives 1.6% (n = 360,000);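 note: NT is the 2HG producing partner of a matched IDH1 knockdown line; potency is the fitted concentration of half-maximal effect; 0% = DMSO-treated cells and -100% = media-only wells without cells; nearly all actives have a fitted effect of over 55% in size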
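HT-1080-NT fibrosarcoma cells (2HG-overproducing), 750 cells/well in RPMI with 5% FBS, dosed after 2 h and incubated 48 h at 37C. CellTiter-Glo luminescence normalized to DMSO and no-cell wells; concentration-response curves fitted and classed.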
Active calls of the source: *; i = inactive; ? = inconclusive; / = no result given; & = joins results of further samples; [ ] = dose if it differs, or a comment. Unless noted, calls come from the whole dose curve; as a rule, active = well fitted curve in the direction sought with a large enough effect; inconclusive = small, poorly fitted or top-dose-only effect, or another doubt; inactive = no such curve, though single readings can be large; an effect the other way counts as inactive or inconclusive.

SMILES	SW480 rerep	MCF10A rerep	IL-1B inflam inh	KB-V1 cytotox	KB-3-1 cytotox	HT1080 IDH1KD tx	S2 tox	ATXN2 expr inh	HT1080-NT tox
COc1ccc(C(=O)Nc2ccc(N3CCN(C(=O)C(C)C)CC3)cc2)cc1[N+](=O)[O-]	0.7%	-3.1%	-7.4	-19.4%	9.5%	29.6%	i	-4.4%	21.3%
S=C(Nc1ccccc1)N1CCN(C2CCCCC2)CC1	0.5%	17.9%	2.2	-5.3%	-9.2%	-4.6%	i	-5.9%	-2.8%
CCOc1ccccc1C(=O)NC1CC2CCCC(C1)N2Cc1nnnn1Cc1ccco1 (centres undefined)	0.4%	16.5%	?	?	6.8%	8.0%	i	-22.0%	-0.4%
C=C(C)CSc1nc2sc3c(c2c(=O)n1CCCC)CCCC3	/	/	/	26.0%	-3.3%	/	i	-5.2%	/
CCCC(=O)Nc1ccccc1NC(=O)c1ccc(OC(C)=O)cc1	-1.2%	1.7%	-1.1	-5.4%	9.5%	2.5%	i	-3.9%	0.0%
Cc1cc(S(=O)(=O)Nc2ccc3ccccc3c2)c(C)s1	?	6.51µM*	27.8	3.26µM*	?	14.1µM*	i	-38.9%	12.6µM*
COc1cc(/C=N/NC(=O)c2ccncc2)ccc1OCCN1CCCCC1	4.0%	2.5%	9.4	2.1%	-6.1%	19.6%	i	5.0%	8.6%
COC(=O)c1cnc(Oc2ccc(NC(=O)NC(=O)c3c(F)cccc3Cl)cc2)cc1C(F)(F)F	?	8.0%	65.0	?	?	?	i	2.1%	?
CCC(C)(C(=O)NC1CCCC1)N(Cc1cccs1)C(C)=O (centres undefined)	-3.5%[9.22 µM]	-8.9%	4.9	0.2%	1.1%	8.8%	i	7.2%	0.9%
O=C(Cn1nc(-c2ccc(N3CCOCC3)c([N+](=O)[O-])c2)c2ccccc2c1=O)N1CCCCC1	6.0%	8.0%	?	5.7%	-3.5%	-0.3%	i	3.1%	-1.2%
CCOc1ccc(CCNC(=O)CCc2nnc3ccc(N4CCOCC4)nn23)cc1	-4.2%	12.0%	?	36.8%	12.3%	1.8%	i	3.1%	9.3%
CC(C)C[C@@H]1NC(=O)N(CCCn2ccnc2)C1=O	-11.2%	-0.2%	18.0	-7.2%	-2.7%	-0.7%	i	-2.6%	-2.3%
Cc1cc(C)c(C#N)c(N2CCSCC2)n1	-3.0%	-3.2%	17.8	3.1%	0.7%	-3.9%	i	0.0%	-5.1%
CC1C/C(=N/NC(=O)c2ccc(CSc3nc4ccccc4[nH]3)cc2)CC(C)(C)C1 (centres undefined)	11.8%	-0.1%	-4.4	16.1%	4.4%	-10.0%	i	-4.7%	-5.5%
CC(Sc1ncccn1)C(=O)Nc1ccc2c(c1)OCO2 (centres undefined)	-2.4%	-3.1%	6.5	-29.0%	-2.3%	1.6%	?	6.7%	-0.5%
CCN(CC(=O)NCc1ccc(F)cc1)C(=O)Cc1ccc(OC)cc1	-6.1%	-1.3%	25.1	-30.8%	-13.4%	-12.0%	i	-7.1%	-7.0%
O=C(N/N=C/C(Br)=C/c1ccccc1)c1cnccn1	3.26µM*	16.4µM*	-98.9*	10.5%	2.0%	?	?	-16.5%	?
O=C(Cc1c(F)cccc1Cl)NCCN1CCOCC1	-4.5%	-0.8%	-6.0	3.8%	1.8%	-0.2%	i	/	9.4%
Cc1c(Br)c([N+](=O)[O-])nn1CC(=O)NCc1cccs1	-5.3%	-2.1%	-1.0	?	-9.2%	6.3%	i	4.8%	0.8%
CCNC(=O)c1ccc(NS(=O)(=O)c2ccc3[nH]c(=O)[nH]c3c2)cc1	-0.6%	5.0%	26.7	?	1.0%	8.3%	i	3.7%	14.2%
O=C(N/N=C/c1ccc(N2CCCCC2)o1)c1ccccc1[N+](=O)[O-]	7.31µM*	5.8µM*	?	-29.5%	9.4%	?	?	-24.8%	-5.2%
O=C(COC(=O)c1cccc(-n2cnnn2)c1)Nc1c(Cl)cccc1C(F)(F)F	?	2.5%	i	-3.5%	4.6%	-0.3%	i	5.2%	-13.9%
O=C(CCCC1=NS(=O)(=O)c2ccccc2N1)N1CCN(c2ccc(Cl)cc2)CC1	-3.7%	-0.2%	10.0	-2.1%	-21.8%	-1.4%	i	?	-0.2%
CCOC(=O)N1C2c3ccccc3C(c3ccccc32)N1C(=O)OCC	-6.7%	-1.0%	-1.8	?	13.0%	-3.0%	i	5.0%	-3.0%
CCCNC(=O)C1(C)CCCN(C(=O)c2ccc3sccc3c2)C1 (centres undefined)	/	/	13.8	-2.7%	0.0%	14.8%	i	2.3%	?

Look-ups from the results shown:
Cc1cc(S(=O)(=O)Nc2ccc3ccccc3c2)c(C)s1 in HT1080-NT tox is entered as 12.6µM*
O=C(N/N=C/C(Br)=C/c1ccccc1)c1cnccn1 in IL-1B inflam inh is entered as -98.9*

Next entries
SMILES	SW480 rerep	MCF10A rerep	IL-1B inflam inh	KB-V1 cytotox	KB-3-1 cytotox	HT1080 IDH1KD tx	S2 tox	ATXN2 expr inh	HT1080-NT tox
O=C(c1ccc(Cl)cc1)N1CCCCC(Sc2nnc(-c3ccc4c(c3)OCO4)o2)C1=O (centres undefined)	-5.0%	10.6%	23.2	?	0.1%	-3.5%	i	2.24µM*	-0.2%
COC(=O)c1ccccc1NC(=O)c1cnc2sccn2c1=O	-13.5%	-10.0%	0.0	-2.7%	19.7%	11.5%	i	-12.6%	0.9%
CCOCCOc1cccc(C(=O)NC(c2ccccc2)c2ccccc2)c1	2.3%	0.8%	-5.0	-21.7%	0.0%	-8.6%	i	/	-5.5%
CCOC(=O)c1c(-c2cccs2)csc1NC(=O)C(C)(C)C	-4.1%	13µM*	17.6	14.6µM*	-21.8%	-3.1%	i	17.3%	1.5%
Cc1ccccc1-c1nc2scc(CCNS(=O)(=O)c3ccccc3)n2n1	/	/	/	1.4%	1.0%	/	i	-12.3%	/
CCCCNC(=O)c1onc(CSc2cccc(OC)c2)c1C(=O)NCCCC	-11.9%	4.5%	?	?	6.2%	2.5%	i	1.6%	-0.4%
CCC(=O)NC(c1cccs1)c1cc(Cl)c2cccnc2c1O (centres undefined)	?	20.5%	65.8	-3.3%	3.0%	?	i	/	?
CC(C)(C)N1NC(=O)Nc2ccccc2C1=O	-5.8%	2.7%	0.9	16.1%	14.6%	0.1%	i	-8.5%	5.5%
O=C(Nc1ccccn1)Nc1cccs1	2.1%	?	1.1	-11.2%	-3.2%	9.2%	i	11.5%	0.0%
CC(C)(C)C1CCc2onc(C(=O)NC3CCCC3)c2C1 (centres undefined)	4.6%	?	-9.2	16.4µM*	?	-7.6%	i	5.3%	?
CCOc1ccc(OCC)c(NC(=O)Nc2ccc3c(c2)N(C)C(=O)CS3)c1	1.4%	-0.1%	-5.8	?	?	?	i	?	-20.8%
O=C([C@@H]1Cc2ccccc2CN1)N1CCN(Cc2ccccc2)CC1	1.7%	11.4%	-2.0	-0.1%	4.6%	-1.7%	i	6.9%	-0.7%
CCOc1ccc(C(=O)NCc2ccc3c(c2)OCO3)cc1	-3.4%	-0.6%	8.0	0.0%	0.0%	-2.3%	i	3.2%	-1.3%
CCOc1ccccc1NC(=O)COC(=O)CC(C)(C)CC1=NS(=O)(=O)c2ccccc2N1	?	?	-2.1	-13.8%&-18.1%	?	?	i	?	?
FC(F)(F)c1ccc(/C=N/NC(=S)NC2CCCCC2)cc1	10.1%	18.4µM*	1.9	1.4%	-11.0%	-25.6%	i	6.3%	-18.8%
CC1(C)CC(=O)c2c(Cc3ccccc3)noc2C1	1.2%	-0.3%	-11.5	-19.8%	-5.0%	11.4%	i	20.8%	15.3%
Cc1ccc(-n2nc3c(Cl)nnc(C)c3c2C)cc1	4.1%	0.2%	-9.1	-12.7%	0.9%	8.4%	i	7.8%	0.0%
CCC(CC)C(=O)N(C)c1c(C)nc2c(OCC3CCCCC3)cccn12	/	/	-15.9	0.4%	-0.3%	?	?	?	?
CC(C)=NOc1nc(N(C)C)nc(N(C)C)n1	1.3%	?	0.0	-16.9%	11.0%	2.0%	i	-0.8%	5.7%
COCCNC(=S)N1CCN(S(=O)(=O)c2ccc(Cl)s2)CC1	-5.8%	9.2%	-2.2	-14.0%	1.9%	5.3%	i	1.8%	10.8%
c1ccc(-c2cc(N3CCCCCC3)n[nH]2)cc1	0.7%	?	30.0	-1.1%	-8.7%	-0.9%	i	65.3%[activator]	23.7%[9.24 µM]
Cc1ccc(-c2nc(S(=O)(=O)c3ccc(C)cc3)c(SCC(N)=O)o2)cc1	9.8%	10.6%	15.1	?	?	-21.8%	?	-5.6%	-7.6%
O=C(COc1ccccc1)N1CCN(C(=O)c2ccc([N+](=O)[O-])cc2)CC1	0.4%	-5.6%	-2.4	1.0%	21.1%	2.8%	i	-5.4%	19.0%
CC(c1ccc(F)cc1)n1c(-c2ccc3ccccc3n2)n[nH]c1=S (centres undefined)	29.1%	11.0%	19.8	-14.5%	-5.8%	10.4%	i	-3.1%	1.9%
COc1ccccc1Cc1noc(C(C)(C)NC(=O)c2ccccc2)n1	-14.8%	3.9%	-13.3	11.7%	6.9%	0.4%	i	-8.0%	4.6%
Clc1ccc(OCCCCN2CCc3ccccc3C2)cc1	-6.8%	?	19.1	-0.4%	7.5%	-11.8%	i	-34.0%	-13.9%

Grouped by structure, the compounds so far with a CF3 group (3)
SMILES	SW480 rerep	MCF10A rerep	IL-1B inflam inh	KB-V1 cytotox	KB-3-1 cytotox	HT1080 IDH1KD tx	S2 tox	ATXN2 expr inh	HT1080-NT tox
COC(=O)c1cnc(Oc2ccc(NC(=O)NC(=O)c3c(F)cccc3Cl)cc2)cc1C(F)(F)F	?	8.0%	65.0	?	?	?	i	2.1%	?
O=C(COC(=O)c1cccc(-n2cnnn2)c1)Nc1c(Cl)cccc1C(F)(F)F	?	2.5%	i	-3.5%	4.6%	-0.3%	i	5.2%	-13.9%
FC(F)(F)c1ccc(/C=N/NC(=S)NC2CCCCC2)cc1	10.1%	18.4µM*	1.9	1.4%	-11.0%	-25.6%	i	6.3%	-18.8%
